Cdc42 wt = changes GTP binding to wildtype human Cdc42; P60953; GST-Cdc42 beads, Bodipy-GTP binding, flow cytometry; actives lie on both sides; percent activity (GTP binding), % at 10 µM; hit rate 0.2% among 190,000; AID 761;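 active means percent activity GTP binding at least 20 points away from the 100% baseline, either down as inhibitor or up as activator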;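 further: median bead fluorescence of bound Bodipy-FL-GTP at 100 nM; 0% = excess unlabeled GTP control and 100% = no compound control; below 100% means less GTP binding so inhibitor and above means activator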
Target sequence (P60953 whole entry, looked up): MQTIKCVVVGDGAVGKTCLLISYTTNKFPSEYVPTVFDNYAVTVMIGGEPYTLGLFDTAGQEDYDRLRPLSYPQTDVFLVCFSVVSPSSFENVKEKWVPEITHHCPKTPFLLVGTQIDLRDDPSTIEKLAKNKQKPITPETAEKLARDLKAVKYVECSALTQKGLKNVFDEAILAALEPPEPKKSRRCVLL
Bim-Mcl-1 = disrupts Bim peptide binding to human Mcl-1; inhibition, % at 10 µM; Bead-based flow cytometry, Bim peptide-Mcl-1 binding; Q07820; hit rate 0.1% among 190,000; in the data active means inhibition above about 40%;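 further: 0% = no compound tracer wells and 100% = peptide blocker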
Target sequence (Q07820 whole entry, looked up): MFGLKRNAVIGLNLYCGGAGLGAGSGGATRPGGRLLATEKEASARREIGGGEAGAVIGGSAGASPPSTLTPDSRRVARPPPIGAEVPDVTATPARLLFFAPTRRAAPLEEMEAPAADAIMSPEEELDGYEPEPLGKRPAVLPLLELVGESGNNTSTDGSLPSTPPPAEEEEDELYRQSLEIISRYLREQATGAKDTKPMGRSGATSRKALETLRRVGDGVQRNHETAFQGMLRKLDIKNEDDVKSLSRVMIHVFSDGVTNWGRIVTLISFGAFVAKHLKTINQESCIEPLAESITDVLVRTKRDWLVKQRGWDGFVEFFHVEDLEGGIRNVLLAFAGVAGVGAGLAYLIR
Rab2 wt GTP = changes GTP binding to wildtype dog Rab2A, up or down; P61105; GST-Rab2 wt beads, Bodipy-GTP binding, flow cytometry; GTP binding activity, % at 10 µM; hit rate 0.19% among 190,000; AID 760;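 active means GTP binding activity at least 20 points away from 100%, either lowered or raised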;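 further: 0% = beads with excess unlabeled GTP and 100% = no-compound control corrected for plate trend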
Mcl1 Noxa PPI = Mcl-1/Noxa interaction inhibition; inhibition, % at 21.7 µM; TR-FRET Mcl-1/Noxa peptide binding, 2 h; Q07820; hit rate 1.5% among 220,000;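 active means compounds that cut the protein-peptide binding signal by more than 50% relative to plate controls in a single-dose test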;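 further: His-tagged Mcl-1 with rhodamine Noxa BH3 peptide and terbium anti-His antibody; 0% = Mcl-1 plus Noxa peptide wells and 100% = peptide-only wells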
Rac1 wt modul = alters GTP binding to wildtype human Rac1; GST-Rac1 beads, fluorescent GTP binding, flow cytometry; actives lie on both sides; 0 = cold GTP competed, 100 = untreated; GTP binding activity (% of control), % at 10 µM; hit rate 0.27% among 190,000;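 active means GTP binding activity at least 20 points away from the 100% control level, either lower or higher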
Rac1 mut GTP = modulators of GTP binding to human Rac1 activated mutant; AID 764; hit rate 0.11% among 190,000; percent activity (GTP binding), % at 10 µM; GST-Rac1 activated beads, fluorescent GTP binding, flow cytometry; actives lie on both sides; 100% means binding = to untreated wells; P63000;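 active means GTP binding at least 20 percentage points away from the 100% baseline, in either direction, so actives lie on both sides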
HRas wt GTP = modulators of GTP binding to human HRas wildtype; P01112; hit rate 0.14% among 190,000; GST-Ras wt beads, Bodipy-FL-GTP binding, flow cytometry; actives lie on both sides; GTP binding activity, % at 10 µM;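 active means GTP binding activity at least 20% away from the 100% baseline, either lowered as inhibitor or raised as activator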;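 further: 0% = unlabeled GTP competition control and 100% = no-compound control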
Target sequence (P01112 whole entry, looked up): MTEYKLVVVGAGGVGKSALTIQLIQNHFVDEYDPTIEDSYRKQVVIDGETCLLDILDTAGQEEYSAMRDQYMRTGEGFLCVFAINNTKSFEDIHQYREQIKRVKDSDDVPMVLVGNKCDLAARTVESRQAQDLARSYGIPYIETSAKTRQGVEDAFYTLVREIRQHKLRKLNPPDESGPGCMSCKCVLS
Avidin fluor = compound fluoresces at 488/530 nm on avidin beads. compound fluorescence 488/530 nm, flow cytometry; stronger effect = higher value. fluorescence (KMESF) at 10 µM. hit rate 0.38% among 220,000. AID 1775; in the data active means fluorescence above about 47; further: inactives centre near 10
Mcl1 Bid PPI = Mcl-1/Bid interaction inhibition. inhibition, % at 21.7 µM. hit rate 0.97% among 220,000. Q07820. TR-FRET Mcl-1/Bid-Dy647 peptide binding, 1536-well. AID 1021;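 active means compounds that cut the binding signal by more than half at the single screening dose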;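 further: His-tagged Mcl-1 with europium anti-His antibody binding Bid BH3 peptide; 0% = Mcl-1 plus peptide wells and 100% = peptide-only wells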
Rab7 wt GTP bind = dog Rab7 wildtype GTP binding, inhibitors and activators; hit rate 0.055% among 190,000; GST-Rab7 beads, fluorescent GTP binding, flow cytometry; actives lie on both sides; untreated = 100%, excess cold GTP = 0%; GTP binding activity (percent of control), % at 10 µM;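 active means fluorescent GTP binding to Rab7 beads changed by at least 20 points from the 100% baseline, either direction, mostly lower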;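 further: median green fluorescence of bound Bodipy-FL-GTP per Rab7 bead population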
Pf gamet viab = P. falciparum stage V gametocyte viability inhibition; P. falciparum stage V gametocytes, ATP luminescence, 24 h; inhibition, % at 10.9 µM; hit rate 0.065% among 150,000; AID 743093;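 active means inhibition above the mean plus 3 SD of compounds within the control limits, set per campaign, cut at about 38% in these data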;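 further: 0% = DMSO wells and 100% = medium only without gametocytes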
* marks the source's active call; other numbers are inactive results; x = no result given.

SMILES | Cdc42 wt | Bim-Mcl-1 | Rab2 wt GTP | Mcl1 Noxa PPI | Rac1 wt modul | Rac1 mut GTP | HRas wt GTP | Avidin fluor | Mcl1 Bid PPI | Rab7 wt GTP bind | Pf gamet viab
Cc1cc(C)nc(N(C#N)CC(=O)c2ccccc2)n1 | 98 | -6 | 96 | 12 | 97 | 93 | 99 | 11 | -20 | 99 | x
O=C(CCNc1n[nH]c(=O)[nH]c1=O)N/N=C/c1ccccc1Br | 98 | 0 | 94 | -3 | 100 | 99 | 95 | 11 | -16 | 95 | x
CC(=O)N1CCN(C(=S)NCCc2ccccc2)CC1 | 103 | -4 | 101 | 10 | 108 | 102 | 102 | 26 | -16 | 102 | 26
Nc1nnc(CC(=O)N/N=C/c2cccc(OCCOc3ccccc3)c2)s1 | 99 | 0 | 98 | -6 | 99 | 96 | 96 | 1 | 51* | 97 | -24
COc1ccc(CN2C3CCCC2CC(NC(=O)Nc2ccccc2)C3)cc1 (centres undefined) | 103 | -6 | 102 | 22 | 105 | 102 | 104 | 6 | -6 | 95 | x
Cc1cccc(C)c1-n1c(SCC(=O)N2CC(=O)Nc3ccccc32)nc2ccccc2c1=O | 100 | -2 | 98 | 3 | 106 | 99 | 100 | 21 | -6 | 99 | -9
CC(C)c1ccccc1NC(=O)CCCC(=O)O | 104 | -5 | 99 | 7 | 108 | 98 | 100 | 40 | 2 | 100 | x
N=C1S/C(=C\c2ccc(-c3cccc(Cl)c3)o2)C(=O)N1c1nccs1 | 101 | 0 | 98 | 88* | 99 | 96 | 98 | 6 | 91* | 100 | -7
Cc1ccc(C(=O)Oc2oc(-c3ccco3)nc2C=Nc2ccccc2)cc1 | 97 | -4 | 97 | 17 | 97 | 95 | 100 | 12 | -24 | 97 | x
Cc1cc(C)cc(OCc2nnc(SCC(=O)OC(C)C)o2)c1 | 95 | 1 | 94 | 4 | 96 | 96 | 96 | 8 | -20 | 94 | -4
CCN(CC)S(=O)(=O)c1ccc2c(c1)C(=NO)c1cc(S(=O)(=O)N(CC)CC)ccc1-2 | 100 | 0 | 97 | -5 | 107 | 99 | 100 | 7 | 0 | 104 | -1
COc1ccc(-n2nc(C(=O)N3CCN(Cc4ccc5c(c4)OCO5)CC3)c3ccccc3c2=O)cc1 | 103 | -3 | 103 | -8 | 105 | 102 | 102 | 30 | -16 | 102 | -5
Cc1ccc(NS(=O)(=O)c2cc(C(=O)N3CCN(C)CC3)ccc2C)cc1C | 95 | 0 | 95 | 2 | 99 | 94 | 96 | 11 | -12 | 94 | -5
O=C(COc1ccc2ccccc2c1)N1CCN(C(=O)c2cccs2)CC1 | 100 | -1 | 99 | 9 | 99 | 98 | 100 | 6 | -1 | 94 | x
COc1ccc(C2C(C(=O)NCCCN3CCOCC3)c3ccccc3C(=O)N2c2ccc(OC)cc2)cc1 (centres undefined) | 96 | -2 | 99 | 5 | 97 | 97 | 95 | 11 | -34 | 93 | -8
Cc1nn(-c2ccccc2)c(Cl)c1/C=N\NC(=O)c1cnccn1 | 98 | 1 | 98 | 6 | 99 | 99 | 99 | 3 | 3 | 97 | 19
O=C(NNc1ncnc2c1cnn2-c1ccccc1)c1ccco1 | 97 | 0 | 97 | -6 | 102 | 96 | 101 | 12 | -38 | 102 | 0
S=C(NCCc1c[nH]c2ccccc12)NC1CCCCC1 | 98 | 0 | 100 | 6 | 100 | 91 | 99 | 11 | -12 | 106 | 16
CCCNC(=O)CC(NS(=O)(=O)c1ccc(OC)cc1)c1ccco1 (centres undefined) | 99 | -3 | 98 | 2 | 100 | 97 | 97 | 7 | -29 | 99 | 7
C=CCO/N=C(/CCC)C1=C(N)CC(C)(C)CC1=O | 94 | -2 | 95 | 1 | 102 | 98 | 97 | 10 | -1 | 97 | 25
CCOC(=O)c1c(NC(=O)/C=C/c2ccc3c(c2)OCO3)sc(C)c1CC | 83 | 0 | 85 | 16 | 87 | 77* | 91 | 14 | -18 | 92 | x
Cc1ccc(C)c(N(CC(=O)NC2CCCC2)C(=O)CCCC(=O)Nc2ccccn2)c1 | 101 | -4 | 98 | 15 | 106 | 98 | 99 | 26 | -1 | 99 | x
CC1CC(=O)c2cnc(Nc3ccccc3)nc2C1 (centres undefined) | 99 | -7 | 98 | 8 | 98 | 98 | 98 | 36 | -6 | 98 | x
O=C(Cc1sc(-c2ccccc2)nc1-c1ccccc1)Nc1ccccc1 | 103 | -1 | 102 | -38 | 102 | 100 | 103 | 10 | 1 | 100 | x
CCOC(=O)C1=NN(c2ccccc2)C2(S1)SC(C(C)=O)=C(C)N2c1ccccc1 (centres undefined) | 100 | -6 | 98 | -5 | 104 | 100 | 100 | 44 | -27 | 98 | x
Cc1ccc(C)c(-c2cc(C(=O)Nc3cccc(C(=O)O)c3)c3ccccc3n2)c1 | 88 | -5 | 96 | 10 | 96 | 89 | 94 | 8 | -37 | 90 | 14
Cc1nn(-c2c(Cl)cc(Cl)cc2Cl)c(=O)c2ccccc12 | 105 | -3 | 106 | 22 | 104 | 101 | 105 | 12 | -18 | 102 | -6
CC(=O)Nc1ccc(-n2cc(-c3ccccc3)[nH]c2=S)cc1 | 95 | -7 | 96 | 53* | 98 | 97 | 97 | 25 | -31 | 97 | x
Cc1nn(Cc2ccccc2)c(N)c1-c1ccccc1 | 101 | -1 | 101 | -5 | 105 | 99 | 101 | 35 | -31 | 103 | 16
COc1ccc(CSc2nnc(N)s2)cc1F | 102 | 0 | 102 | 20 | 103 | 99 | 101 | 7 | -36 | 103 | x
N#CC1=C(N)N(c2ccccc2)C(=O)C1 | 101 | 0 | 101 | 18 | 101 | 97 | 99 | 9 | -41 | 103 | 2
Cc1c(Br)c([N+](=O)[O-])nn1CC(=O)N1CCN(Cc2ccccc2)CC1 | 97 | -1 | 98 | 26 | 99 | 98 | 97 | 11 | 20 | 99 | 14
Cc1occc1-c1nnc(SCC(=O)Nc2ccc(F)cc2)n1Cc1ccccc1 | 103 | 0 | 102 | -1 | 104 | 98 | 102 | 11 | -24 | 102 | x
Cn1nnc(NC(=O)C(c2ccccc2)c2ccccc2)n1 | 99 | 0 | 97 | 12 | 104 | 97 | 99 | 9 | -21 | 99 | -12
CC(C)CC(NC(=O)C1CCC(C)CC1)C(=O)NCc1cccnc1 (centres undefined) | 95 | 0 | 96 | 19 | 94 | 95 | 96 | 3 | 5 | 96 | x
CC(C)(C)Nc1nc(OCC#N)nc(N2CCCCC2)n1 | 93 | 0 | 99 | 5 | 98 | 94 | 95 | 9 | -33 | 101 | 1
COc1cccc(-c2nc(N3CCCCC3C)c3ccccc3n2)c1O (centres undefined) | 101 | 1 | 101 | 1 | 102 | 100 | 102 | 9 | -22 | 102 | x
CCCCNC(=O)c1cc2nc3c(c(C(F)(F)F)n2n1)CCc1ccccc1-3 | 97 | 2 | 98 | -4 | 102 | 98 | 98 | 7 | -2 | 98 | x
O=C(c1csc2ccccc12)N1CCN(c2ccccn2)CC1 | 98 | 1 | 97 | -9 | 98 | 97 | 98 | 12 | -38 | 96 | x
COc1ccc(CCNC(=O)CN(c2cc([N+](=O)[O-])ccc2OC)S(C)(=O)=O)cc1 | 95 | 0 | 95 | 1 | 92 | 97 | 92 | 9 | 7 | 94 | -24

Record cards, as listed above. Order of values: Cdc42 wt	Bim-Mcl-1	Rab2 wt GTP	Mcl1 Noxa PPI	Rac1 wt modul	Rac1 mut GTP	HRas wt GTP	Avidin fluor	Mcl1 Bid PPI	Rab7 wt GTP bind	Pf gamet viab
Record of `O=C(Cc1sc(-c2ccccc2)nc1-c1ccccc1)Nc1ccccc1` → 103	-1	102	-38	102	100	103	10	1	100	x
Record of `Cn1nnc(NC(=O)C(c2ccccc2)c2ccccc2)n1` → 99	0	97	12	104	97	99	9	-21	99	-12

(continued)
SMILES | Cdc42 wt | Bim-Mcl-1 | Rab2 wt GTP | Mcl1 Noxa PPI | Rac1 wt modul | Rac1 mut GTP | HRas wt GTP | Avidin fluor | Mcl1 Bid PPI | Rab7 wt GTP bind | Pf gamet viab
CCOC(=O)C1=C(C)NC(SCC(=O)Nc2nc(C)cs2)=C(C#N)C1c1cccs1 (centres undefined) | 97 | -6 | 99 | 25 | 99 | 94 | 97 | 11 | -16 | 97 | x
O=C(NCN1C(=O)C2C3C=CC(C3)C2C1=O)Nc1nccs1 (centres undefined) | 109 | -4 | 104 | 2 | 108 | 102 | 102 | 21 | 30 | 101 | x
Cn1c(=O)n(C)c2cc([N+](=O)[O-])c(N3CCN(C(=O)c4ccccc4Cl)CC3)cc21 | 100 | 0 | 98 | -12 | 102 | 97 | 98 | 37 | -6 | 100 | x
CC(C)(C)C(=O)COC(=O)c1ccccc1O | 93 | -3 | 95 | -5 | 96 | 93 | 95 | 23 | -5 | 97 | x
CC(=O)Nc1ccc(NC(=O)C(C)n2c3ccccc3c3nc(=O)cc(C)n32)cc1 (centres undefined) | 101 | 0 | 96 | 13 | 101 | 96 | 97 | 14 | -2 | 96 | 11
O=C(COC(=O)c1ccc(Cl)c(S(=O)(=O)N2CCc3ccccc3C2)c1)Nc1ncc(Cl)cc1Cl | 104 | -1 | 99 | 4 | 104 | 100 | 101 | 16 | -17 | 101 | 7
CCOc1ccc2[nH]c(=O)c(CN(Cc3ccco3)C(CC)c3nnnn3Cc3ccccc3)cc2c1 (centres undefined) | 93 | -1 | 100 | 3 | 96 | 95 | 97 | 11 | -11 | 102 | -5
CN(Cc1cccs1)C(=O)CCc1c[nH]c2ccccc12 | 98 | 6 | 98 | 3 | 96 | 97 | 99 | 12 | -28 | 102 | 13
COCCCNC(=O)c1ccc(Cn2c(=O)c3ccccc3n(Cc3ccccc3C#N)c2=O)cc1 | 103 | -2 | 102 | -10 | 113 | 102 | 103 | 7 | -3 | 101 | 0
CCC(=O)N(Cc1ccc(S(N)(=O)=O)cc1)C1CC(=O)N(c2ccc(OC)cc2)C1=O (centres undefined) | 98 | 0 | 98 | 18 | 96 | 98 | 99 | 15 | -25 | 97 | -15
O=C(Nc1ccccc1N1CCN(C(=O)c2ccc(Cl)cc2)CC1)c1cc2ccccc2o1 | 102 | -3 | 101 | -11 | 105 | 100 | 102 | 6 | -5 | 101 | x
CC(C)c1ccc(C2C3=C(CC(C)(C)CC3=O)NC3=C2C(=O)c2ccccc23)cc1 (centres undefined) | 103 | -4 | 105 | 33 | 102 | 99 | 105 | 10 | -60 | 102 | x
Cc1cccc(-c2nsc(SCC(=O)NCc3ccco3)n2)c1 | 100 | 1 | 99 | 5 | 102 | 100 | 102 | 7 | 1 | 100 | -6
Cn1nc(C(F)(F)F)c(/C=N/OC(=O)c2ccccc2)c1Cl | 100 | -5 | 100 | 4 | 101 | 97 | 97 | 12 | 7 | 97 | 7
COc1ccc(Nc2cc(C(=O)NCc3cccnc3)c3ccccc3n2)c(OC)c1 | 91 | 2 | 92 | 6 | 93 | 94 | 93 | 11 | -48 | 95 | x
N/C(=N\OC(=O)c1ccc(F)cc1)c1nonc1N | 102 | 0 | 98 | 12 | 99 | 101 | 100 | 1 | -7 | 97 | x
COc1ccccc1NC(C#N)c1ccccc1OCc1ccccc1 (centres undefined) | 101 | -2 | 96 | 19 | 105 | 100 | 100 | 14 | -30 | 101 | -1
